MLL CXXC-DNA inh: qHTS Fluorescence Polarization Assay for Inhibitors of MLL CXXC domain - DNA interaction; Histone-lysine N-methyltransferase 2A (Homo sapiens), Q03164; MLL-CXXC / FITC-HOXA9 DNA fluorescence polarization; Potency, µM (top dose mostly 115 µM), without a hit: at the highest dose activity change, negative = inhibition, most hits filed as inhibitors; 290,000 compounds, 0.037% hits; AID 2662, 2010; active = well fitted inhibition curve with a large enough effect in the polarisation, with a control signal flat, not every such curve was filed as active; inconclusive = small, poorly fitted or top-dose-only effect, or effect the other way, or a change in a side signal; inactive = no such curve, though single readings can be large or run the other way; the % refers to the polarisation; note: potency is the fitted concentration of half-maximal effect
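Fluorescence polarization: 7 uM MLL-CXXC (stock) preincubated 5 min with compounds, then 50 nM fluorescein-HOX-A9 DNA (stock) added; 30 min ambient. Buffer 50 mM Tris-HCl pH 7.5, 50 mM NaCl, 1 mM DTT, 0.05% BSA.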
KCNH2 WT inh: qHTS for Inhibitors of KCHN2 3.1: Wildtype qHTS | Voltage-gated inwardly rectifying potassium channel KCNH2 (Homo sapiens), Q12809 | U2OS, BacMam KCNH2, thallium flux FluxOr; hits give low values | activity change, % at 1.84 µM | 340,000 compounds, 0.37% hits;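 active = maximum activity change below -70%; inconclusive = maximum activity change between -70% and -50%; inactive = maximum activity change above -50%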; note: % is set by controls: 0 for no effect and ±100 for the full control effect
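U2OS cells were transduced with wild-type KCNH2 virus (2.03 x 10^8 / mL) for 4 h at room temperature, then cultured overnight at 37 C. Thallium flux was read with FluxOr dye. Rate constants were normalized to DMSO controls.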
KCNH2 3.1 block: qHTS for Inhibitors of KCHN2 3.1: Mutant qHTS. U2OS KCNH2 3.1, thallium flux FluxOr; hits give low values. Potassium voltage-gated channel subfamily H member 2, brain isoform KCNH2 3.1 (human). AID 720553, 2013. 340,000 compounds, 0.95% hits. activity change, % (tested at about 1.8 µM);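 active = maximum activity change below -70%; inconclusive = maximum activity change from -70% to -50%; inactive = maximum activity change above -50%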;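 note: thallium influx rate constant from kinetic fluorescence after stimulation buffer; % is set by controls: 0 for no effect and ±100 for the full control effect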
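FluxOr-based Tl+ influx in U2OS cells transduced with KCNH2 3.1 virus; rate constants normalized to DMSO controls.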
PKM2 act: qHTS Assay for Activators of Human Muscle isoform 2 Pyruvate Kinase | Pyruvate kinase PKM (Homo sapiens), P14618 | purified PKM2, Kinase-Glo ATP luminescence, activation; response scale: 0% is enzyme alone, no compound | Potency, µM (doses to about 57.5 µM), inactives show at the top dose activation, hits mostly activators | 260,000 compounds, 0.34% hits | AID 1631, 2009; note: potency is the fitted concentration of half-maximal effect; % is set by controls: 0 for no effect and ±100 for the full control effect; nearly all actives have a fitted effect of over 55% in size
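hPK-M2, >95% pure; 0.1 mM ADP / 0.5 mM PEP final; imidazole pH7.2 buffer w/ 7 mM MgCl2, 50 mM KCl; 1 h RT; Kinase-Glo lum. Intermediate enzyme activity for dual inhibitor/activator qHTS.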
B2AR arrestin: qHTS assay of beta-arrestin-biased ligands of beta2-adrenergic receptor; 330,000 compounds, 0.02% hits; Potency, µM (doses to about 46.1 µM), inactives show top-dose activation, most hits filed as activators; Beta-2 adrenergic receptor (Homo sapiens), P07550; beta-arrestin recruitment to beta2AR, cell-based reporter;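 note: potency is the fitted concentration of half-maximal effect; 0% = DMSO controls and full agonism = EC100 isoproterenol or metaproterenol; nearly all actives have a fitted effect of over 65% in size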
USP2a inh: qHTS Assay for Inhibitors of Ubiquitin-specific Protease USP2a Using CHOP2 as the Reporter; Ubiquitin carboxyl-terminal hydrolase 2 (Homo sapiens), O75604; USP2 core, Ub-CHOP2 coupled fluorogenic reporter, 485/531; Potency, µM (titrated, usually from 38.3 µM), for the others: top-dose activity change, negative = inhibition, hits mostly inhibitors; 330,000 compounds, 0.01% hits; AID 463254, 2010;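 note: potency is the fitted concentration of half-maximal effect; plate controls were DMSO wells for no effect and full inhibition by NEM control for full effect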
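USP2 core (10nM final) preincubated 30min RT with compound in 20mM Tris-HCl pH 8.0, 2mM CaCl2, 2mM beta-mercaptoethanol, 0.05% CHAPS; 25nM Ub-CHOP2 plus 25nM reporter substrate added, fluorescence (Ex485/Em531) read after 60min.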
Giardia killer: Small Molecules that selectively kill Giardia lamblia: qHTS | Giardia lamblia trophozoite viability | activity change, % at 7.66 µM, hits read low | 340,000 compounds, 0.15% hits | AID 540267, 2011; in the data active = activity change below about -80%; inconclusive = between about -30% and that limit;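 note: parasites exposed to compound for two days anaerobically before the ATP read; % is set by controls: 0 for no effect and ±100 for the full control effect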
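Giardia trophozoites, 100 cells per well, were exposed to compounds for 48 hrs at 37 deg C under anaerobic conditions; viability was then read as ATP content by bioluminescence after 15-30 min at room temperature.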
Menin-MLL TR inh: qHTS Assay for Inhibitors Targeting the Menin-MLL Interaction in MLL Related Leukemias: Competition With Texas Red Labeled MLL-derived Mutant Peptide; O00255; Menin + Texas Red MLL mutant peptide, fluorescence polarization; Potency, µM (titrated, usually from 61.6 µM), for inactives: at the highest dose FP activity change, negative = inhibition, usual class: inhibitors; 270,000 compounds, 0.23% hits; active = well fitted inhibition curve with a large enough effect in the polarisation, with a control signal flat, not every such curve was filed as active; inconclusive = small, poorly fitted or top-dose-only effect, or effect the other way, or a change in a side signal; inactive = no such curve, though single readings can be large or run the other way; the % refers to the polarisation; note: potency is the fitted concentration of half-maximal effect; % of control where 0% means no effect; many of its hits are not listed in these tables
Target sequence (O00255 whole entry, looked up): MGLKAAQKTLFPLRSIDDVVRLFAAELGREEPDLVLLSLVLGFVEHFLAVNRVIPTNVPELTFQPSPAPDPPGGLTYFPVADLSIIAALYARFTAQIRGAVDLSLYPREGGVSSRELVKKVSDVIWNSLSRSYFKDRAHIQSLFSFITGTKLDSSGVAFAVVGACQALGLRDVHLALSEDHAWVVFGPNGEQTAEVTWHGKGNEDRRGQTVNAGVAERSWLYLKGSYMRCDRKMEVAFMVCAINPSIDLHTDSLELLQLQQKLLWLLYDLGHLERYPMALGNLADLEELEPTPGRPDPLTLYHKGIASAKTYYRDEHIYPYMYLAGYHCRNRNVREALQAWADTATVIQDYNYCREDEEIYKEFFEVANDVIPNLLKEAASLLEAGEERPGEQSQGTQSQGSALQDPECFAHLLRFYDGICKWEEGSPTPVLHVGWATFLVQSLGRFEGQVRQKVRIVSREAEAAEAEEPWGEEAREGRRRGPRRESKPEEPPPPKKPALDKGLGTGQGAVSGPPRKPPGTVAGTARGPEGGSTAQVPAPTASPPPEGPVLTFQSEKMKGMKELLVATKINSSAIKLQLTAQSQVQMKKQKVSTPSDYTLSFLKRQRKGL
TRPV1 ag: HTS Assay for Compounds that Act as Agonists of the Vanilloid Receptor 1 | TRPV1-expressing cells, Fluo-8 calcium influx, agonist mode | Transient receptor potential cation channel subfamily V member 1 (Homo sapiens), Q8NER1 | activation, % at 8.33 µM | AID 540275, 2011 | 320,000 compounds, 0.19% hits; in the data active = activation above about 80%; inconclusive = between about 30% and that limit; note: 0% is about no effect
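TRPV1-expressing cells were cultured overnight at 35.5C and loaded with Fluo-8 calcium dye for 40 to 90 min at room temperature. After a 10 s baseline, compound was added and calcium influx was read kinetically for 3 min (ex 480/em 520 nm).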
GALK inh: qHTS Assay for Inhibitors of Human Galactokinase (GALK). P51570. Purified GALK, Kinase-Glo residual ATP luminescence. Potency, µM (top dose mostly 57.5 µM), inactives show at the highest dose activity change, negative = inhibition, actives largely listed as inhibitors. 270,000 compounds, 0.007% hits; note: potency is the fitted concentration of half-maximal effect; % is set by controls: 0 for no effect and ±100 for the full control effect
Target sequence (P51570 whole entry, looked up): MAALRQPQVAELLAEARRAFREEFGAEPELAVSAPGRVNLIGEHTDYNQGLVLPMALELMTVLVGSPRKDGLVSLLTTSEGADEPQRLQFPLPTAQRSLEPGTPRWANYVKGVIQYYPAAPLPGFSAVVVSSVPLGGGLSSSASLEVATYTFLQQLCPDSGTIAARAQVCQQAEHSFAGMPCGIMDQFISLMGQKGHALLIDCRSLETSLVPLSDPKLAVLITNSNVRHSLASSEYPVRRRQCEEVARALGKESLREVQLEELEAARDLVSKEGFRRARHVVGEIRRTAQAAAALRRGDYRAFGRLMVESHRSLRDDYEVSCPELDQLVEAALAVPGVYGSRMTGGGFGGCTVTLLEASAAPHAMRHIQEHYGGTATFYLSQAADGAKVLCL
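The enzyme phosphorylates galactose (100 uM) using ATP (35 uM); inhibition is detected as higher residual ATP, quantified by bioluminescence after 1 h reaction at room temperature, pH 8.0.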
FBPA coupling cs: qHTS Assay for Inhibitors of Fructose-1,6-bisphosphate Aldolase from Giardia Lamblia: Coupling assay counterscreen; AID 2472, 2010; coupling enzyme system counterscreen, AmpLite Red fluorescence; 290,000 compounds, 0.67% hits; activity change, negative = inhibition, % at 58.2 µM, hits read low; in the data active = activity change below about -30%; note: % is set by controls: 0 for no effect and ±100 for the full control effect
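Counterscreen lacking aldolase: glyceraldehyde-3-phosphate coupling-enzyme reagent preincubated 10 min at RT with compound (at 57.5 uM final), then substrate/coupling system with AmpLite Red added; fluorescence read at 525/598 nm after 20 min RT.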
* = called active by the depositor; ? = inconclusive; nt = no result given; [ ] = dose if it differs, or a comment. Unless noted, calls come from the whole dose curve; as a rule, active = well fitted curve in the direction sought with a large enough effect; inconclusive = small, poorly fitted or top-dose-only effect, or another doubt; inactive = no such curve, though single readings can be large; an effect the other way counts as inactive or inconclusive.

Below each compound – MLL CXXC-DNA inh	TRPV1 ag	GALK inh	KCNH2 WT inh	PKM2 act	USP2a inh	Giardia killer	Menin-MLL TR inh	B2AR arrestin	KCNH2 3.1 block	FBPA coupling cs
- CN(C)S(=O)(=O)c1ccc(C(=O)Oc2coc(CSc3ncccn3)cc2=O)cc1
 : 0%	-3	-1%	nt	27%	1%	4	17%	0.1%	-1	3
- COc1ccc(CN2CC(=O)N(c3cccc(Cl)c3)C2=S)cc1OC
 : -4%	?	0%	-11	nt	1%	-14	63%[activator]	0.1%	-1	-1
- CN(CCc1cn[nH]c1)C(=O)CC1C(=O)NCCN1Cc1ccccc1C(F)(F)F (stereo not given)
 : 1%	0	-1%	6	-9%	1%	-1	?	-1.7%	21	-16
- CCCC(=O)N1CCN(c2nc3ccc(Br)cc3s2)CC1
 : 23%	10	0%	-11	nt	-2%	-28	nt	-1.0%	6	nt
- Cc1cccc(NC2SC(=O)NC2=O)c1 (stereo not given)
 : -1%	-4	-1%	-4	0%	-2%	-8	7%	0.2%	1	0
- CC(=O)Nc1cc(C(=O)NCc2ccco2)ccc1Sc1ccc(Cl)cc1
 : 2%	?	0%	10	2%	0%	-5	13%	4.7%	-4	0
- CC1(C)CC(=O)C(CC(=O)Nc2ccc(S(N)(=O)=O)cc2)=C(O)C1
 : 22%	-1	-3%	9	-12%	0%	21	2%	5.1%	5	-2
- CC(C(=O)Nc1ccc(C#N)cc1)N(C)CC(=O)Nc1ccccc1Br (stereo not given)
 : 11%	?	11%	0	-1%	-1%	3	21%	0.1%	3	9
- Clc1ccccc1-c1nnn(Cc2ccc(-c3nn[nH]n3)cc2)n1
 : -8%	-1	-4%	5	0%	0%	-13	?	-0.2%	2	17
- COc1cccc2c1C(=O)c1ccc3ccccc3c1C2=O
 : 7%	-4	4%	-3	7%	3%	-15	?	-0.7%	15	3
- CCOC(=O)c1cc(=O)c2ccc(OCC(=O)Nc3ccccc3)cc2o1
 : -1%	2	-3%	-9	28%	-2%	11	nt	-0.2%	13	-6
- COc1ccc(Br)cc1/C=c1\sc2nc(-c3ccco3)nn2c1=O
 : -1%	5	-8%	6	1%	-8%	2	?	-0.2%	1	0
- Clc1ccccc1OCCN1CCC(Cc2ccccc2)CC1
 : -1%	1	1%	16	0%	9%	12	?	0.5%	-24	2
- COc1ccc(N/N=C(C)/C(=N/O)C(=O)Nc2ccccc2)cc1
 : -7%	2	0%	-11	nt	1%	12	-2%	0.2%	-27	-3
- COCCSc1ccccc1C(=O)Nc1ccccc1C#N
 : 14%	-1	-1%	nt	-3%	0%	9	1%	-0.2%	27	0
- NCCCNc1ccc([N+](=O)[O-])cc1C(F)(F)F
 : -14%	1	2%	1	3%	-1%	-5	10%	0.0%	-3	1
- COC(=O)c1[nH]c2cc(C)ccc2c1NC(=O)CN1CCOCC1
 : -9%	nt	2%	1	-4%	0%	-12	nt	-0.5%	12	5
- Cc1cc(C)n2c(SCc3cccs3)nnc2n1
 : -2%	9	0%	0	-8%	3%	12	-19%	0.1%	0	4
- Nc1nc(SCc2ccc(Cl)cc2Cl)ns1
 : -2%	0	0%	23	-14%	-2%	16	-1%	-0.4%	0	-1
- Cc1ccc(NC(=O)n2ncc3c(C)cccc32)cc1F
 : -3%	?	-1%	13	nt	1%	15	?	-0.2%	1	-5
- COc1ccc(C2C(C(=O)OCC(=O)N3CCCCC3)CCC(=O)N2c2ccc(OC)cc2)cc1 (stereo not given)
 : 4%	4	4%	-4	3%	2%	-8	-15%	-0.5%	-8	6
- CCN(CC)S(=O)(=O)c1ccc(Nc2nc3ccccc3n3nnnc23)cc1
 : 28%	0	0%	1	2%	0%	7	?	-0.1%	-1	0
- COc1cccc(CN2CCN(C(=O)c3cc(-c4ccccn4)nc4ccc(Cl)cc34)CC2)c1
 : -18%	?	0%	-5	2%	1%	3	4%	-0.1%	4	-1
- CCOc1ccc(NC(=O)CSc2nnc(Cc3csc(C)n3)o2)cc1
 : 50%[activator]	6	-7%	-3	1%	1%	8	nt	0.3%	3	nt
- Cc1c(N=C2NC(=O)/C(=C/c3ccc(O)cc3)S2)c(=O)n(-c2ccccc2)n1C
 : -1%	2	2%	15	1%	-2%	-12	-5%	-0.3%	-11	7
- Cc1cccc(C(=O)OCC(=O)NNC(=O)c2cccs2)c1O
 : nt	8	nt	-6	nt	0%	16	nt	-0.1%	7	nt
- CCOc1ccc(NC(=O)C2CCN(C(=O)N3CCOc4ccccc43)CC2)cc1
 : nt	-1	nt	2	-11%	-1%	31[activator]	-10%	-0.3%	4	0
- Clc1ccc(SCc2cn3cccnc3n2)cc1
 : 5%	2	2%	-10	0%	1%	-1	-9%	0.0%	14	3
- CCCn1c(=O)c2ccccc2n2c(SC(C)C(N)=O)nnc12 (stereo not given)
 : -2%	-1	-2%	-5	-6%	2%	-7	10%	-0.2%	5	0
- O=C(O)C1Cc2ccccc2CN1S(=O)(=O)c1ccc2ccccc2c1 (stereo not given)
 : -22%	3	-1%	8	-2%	2%	-10	11%	0.0%	-5	9

Shown field by field: entries from further up.
Cc1c(N=C2NC(=O)/C(=C/c3ccc(O)cc3)S2)c(=O)n(-c2ccccc2)n1C
  MLL CXXC-DNA inh: -1%; TRPV1 ag: 2; GALK inh: 2%; KCNH2 WT inh: 15; PKM2 act: 1%; USP2a inh: -2%; Giardia killer: -12; Menin-MLL TR inh: -5%; B2AR arrestin: -0.3%; KCNH2 3.1 block: -11; FBPA coupling cs: 7

CN(CCc1cn[nH]c1)C(=O)CC1C(=O)NCCN1Cc1ccccc1C(F)(F)F (stereo not given)
  MLL CXXC-DNA inh: 1%; TRPV1 ag: 0; GALK inh: -1%; KCNH2 WT inh: 6; PKM2 act: -9%; USP2a inh: 1%; Giardia killer: -1; Menin-MLL TR inh: ?; B2AR arrestin: -1.7%; KCNH2 3.1 block: 21; FBPA coupling cs: -16

NCCCNc1ccc([N+](=O)[O-])cc1C(F)(F)F
  MLL CXXC-DNA inh: -14%; TRPV1 ag: 1; GALK inh: 2%; KCNH2 WT inh: 1; PKM2 act: 3%; USP2a inh: -1%; Giardia killer: -5; Menin-MLL TR inh: 10%; B2AR arrestin: 0.0%; KCNH2 3.1 block: -3; FBPA coupling cs: 1

O=C(O)C1Cc2ccccc2CN1S(=O)(=O)c1ccc2ccccc2c1 (stereo not given)
  MLL CXXC-DNA inh: -22%; TRPV1 ag: 3; GALK inh: -1%; KCNH2 WT inh: 8; PKM2 act: -2%; USP2a inh: 2%; Giardia killer: -10; Menin-MLL TR inh: 11%; B2AR arrestin: 0.0%; KCNH2 3.1 block: -5; FBPA coupling cs: 9

(next part)
Below each compound – MLL CXXC-DNA inh	TRPV1 ag	GALK inh	KCNH2 WT inh	PKM2 act	USP2a inh	Giardia killer	Menin-MLL TR inh	B2AR arrestin	KCNH2 3.1 block	FBPA coupling cs
- O=C(NCCCNC(=O)c1ccc(-c2cccc(Cl)c2)o1)c1cnccn1
 : -18%	-2	7%	-7	nt	0%	-17	-3%	-0.1%	6	-3
- O=S(=O)(NCC1CCCO1)c1ccc(S(=O)(=O)N2CCc3ccccc3C2)cc1 (stereo not given)
 : 0%	11	0%	3	2%	0%	-13	-24%	-0.5%	-8	0
- c1ccc(Nc2nc(-c3ccccc3)ns2)cc1
 : 53%[activator]	5	-2%	-9	nt	1%	-23	?	0.1%	-8	3
- CCOC(=O)C1=C(CSc2nncn2C)NC(=O)NC1c1cc(OCC)ccc1OCC (stereo not given)
 : 2%	1	0%	10	-5%	nt	-1	-9%	nt	nt	-1

Only part of the results is shown (hit frequency here may not be typical).
